# FID counter – counter-screen for HCV NS3 helicase inhibitors: DNA intercalator displacement. DNA fluorescent intercalator displacement, fluorescence. inhibition, % at 7.9 µM. 290,000 tested, 0.17% active. AID 1845; in the data active means inhibition above about 37%;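 further: 0% = vehicle and 100% = reference compound; higher means more ethidium bromide displaced from hairpin DNA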
# IMP-1 inhibitor – blocks Pseudomonas aeruginosa IMP-1 metallo-beta-lactamase. purified IMP-1, nitrocefin hydrolysis, epi-absorbance fluorescence. inhibition, % at 5.6 µM. 290,000 tested, 0.45% active. AID 1556;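 active means inhibition above the mean plus 3 SD of all compounds in the same screening run, cut at about 4.5% in these data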;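 further: 0% = IMP-1 with DMSO and 100% = DMSO wells lacking enzyme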
#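 assay system = purified recombinant IMP-1 metallo-beta-lactamase enzyme | schedule = 15 min preincubation plus 25 min reaction at 25 °C | signal = Epi-absorbance fluorescence, 480 nm excitation, 530 nm emission | read-out basis = percent inhibition from optical density relative to buffer-blank wells | controls = IMP-1 with DMSO as 0%, enzyme-free DMSO as 100%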
# PHOSPHO1 block – PHOSPHO1 (human) inhibition; AID 1565; 290,000 tested, 1.1% active; inhibition, % at 13.3 µM; Q8TCT1; recombinant PHOSPHO1, absorbance phosphatase assay; in the data active means inhibition above about 60%
# Target sequence (Q8TCT1 whole entry, looked up): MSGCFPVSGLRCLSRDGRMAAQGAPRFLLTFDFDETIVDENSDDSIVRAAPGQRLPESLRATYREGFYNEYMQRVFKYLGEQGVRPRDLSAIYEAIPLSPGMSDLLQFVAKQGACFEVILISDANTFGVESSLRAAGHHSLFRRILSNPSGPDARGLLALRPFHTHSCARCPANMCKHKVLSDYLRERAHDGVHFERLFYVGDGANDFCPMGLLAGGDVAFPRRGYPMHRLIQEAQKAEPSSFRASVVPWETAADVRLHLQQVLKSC
# MEKK3 PB1 HTS – MEKK3-MEK5 PB1 interaction, increase or decrease. bead-based flow cytometry, Alexa488-MEK5 binding to MEKK3; actives lie on both sides; 0 = blocked by unlabeled MEK5, 100 = vehicle. Q99759. 290,000 tested, 1.4% active. AID 1529. binding response (% of control), % at 10 µM;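 active means binding response more than 3 SD above or below the average of its plate-row segment, actives on both sides; inconclusive means wells at one plate position flagged as instrument error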;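 further: Alexa488 bead fluorescence after subtracting the streptavidin-only scavenger bead signal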
# Target sequence (Q99759 whole entry, looked up): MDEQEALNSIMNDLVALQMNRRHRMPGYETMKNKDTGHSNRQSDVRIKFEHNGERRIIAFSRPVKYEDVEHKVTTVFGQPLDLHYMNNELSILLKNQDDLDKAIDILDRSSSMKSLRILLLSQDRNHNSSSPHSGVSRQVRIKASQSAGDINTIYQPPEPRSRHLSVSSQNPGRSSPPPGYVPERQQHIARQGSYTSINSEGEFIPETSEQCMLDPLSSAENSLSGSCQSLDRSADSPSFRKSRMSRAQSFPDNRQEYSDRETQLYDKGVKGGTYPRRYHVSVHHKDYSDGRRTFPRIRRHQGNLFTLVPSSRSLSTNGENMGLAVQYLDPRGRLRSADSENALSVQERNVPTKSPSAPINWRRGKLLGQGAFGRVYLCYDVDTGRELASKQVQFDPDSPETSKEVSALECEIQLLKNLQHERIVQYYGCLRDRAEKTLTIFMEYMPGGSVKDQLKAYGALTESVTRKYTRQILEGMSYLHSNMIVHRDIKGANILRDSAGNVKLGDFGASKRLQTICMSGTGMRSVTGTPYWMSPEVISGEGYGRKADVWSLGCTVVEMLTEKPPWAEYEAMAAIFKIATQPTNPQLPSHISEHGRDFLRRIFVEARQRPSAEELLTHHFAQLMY
# SUMO HTRF inh – blocks human SUMOylation mediated by UBC9; 290,000 tested, 0.36% active; HTRF SUMOylation assay, SAE1/SAE2 + UBC9, in vitro; P63279; inhibition, % at 35 µM; in the data active means inhibition above about 50%, passing the limit was not always enough; inconclusive means no clear call, values can overlap the other calls; further: strong numbers were not always called active
# Target sequence (P63279 whole entry, looked up): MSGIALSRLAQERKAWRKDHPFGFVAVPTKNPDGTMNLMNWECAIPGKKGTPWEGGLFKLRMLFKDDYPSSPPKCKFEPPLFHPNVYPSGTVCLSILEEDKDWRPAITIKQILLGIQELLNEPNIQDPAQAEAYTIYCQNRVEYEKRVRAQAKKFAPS
# HCV NS3 hel inh – HCV NS3 helicase inhibition; NS3 helicase DNA unwinding, Cy5 molecular beacon fluorescence; inhibition, % at 10.9 µM; 290,000 tested, 0.56% active; AID 1800;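 active means inhibition above the mean of all tested compounds plus 3 SD, set per campaign, cut at about 35% in these data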;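 further: 0% = DMSO wells and 100% = thioflavine S control wells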
#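 System: NS3 helicase fragment of HCV / Schedule: 1 h at 25 °C / Control set: DMSO alone as 0% and 110 µM thioflavine S as 100% / Reagent: Cy5/quencher beacon DNA duplex and ATP to start / Technique: Cy5 fluorescence / Replication: singlicate / Evaluation: % inhibition of end-to-start signal ratio versus controls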
# pCIP destab – p/CIP protein destabilization | AID 1984 | F442A p/CIP-EGFP cells, EGFP fluorescence, 16 h | decrease of EGFP signal, % at 10 µM | 290,000 tested, 0.01% active;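 active means EGFP signal decrease of at least 30% at 10 µM or well 3 SD below plate mean, unless failing retest; inactive means the rest, including hits failing retest or dose response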; further: some compounds called inactive have numbers as strong as hits; many of its hits are not listed in these tables
# IDE act – boosts human insulin-degrading enzyme activity in HEK cells. 340,000 tested, 0.073% active. FAbeta-B cleavage, fluorescence polarization; 0% vehicle, 100% cell-free pure enzyme wells. AID 493087. activation, % at 5.96 µM. P14735;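 active means activation above the mean of all tested compounds plus 3 SD, set per screening campaign, cut at about 17% in these data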
# VIM-2 inh – blocks Pseudomonas aeruginosa VIM-2 metallo-beta-lactamase; 290,000 tested, 0.89% active; purified VIM-2, nitrocefin hydrolysis, epi-absorbance fluorescence; AID 1527; inhibition, % at 5.6 µM;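 active means inhibition above the mean of all tested compounds plus 3 SD, cutoff set per screening run, cut at about 7.5% in these data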;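 further: red hydrolysis product quenches plate fluorescence so inhibitors raise well fluorescence; 0% = enzyme with DMSO and 100% = DMSO without enzyme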
# * = called active by the depositor; ? = inconclusive; nt = not tested or not shown. These rows are one share of the data; rates above refer to the full screens.
SMILES,FID counter,IMP-1 inhibitor,PHOSPHO1 block,MEKK3 PB1 HTS,SUMO HTRF inh,HCV NS3 hel inh,pCIP destab,IDE act,VIM-2 inh
O=C(O)c1cccnc1SCc1ccccc1Cl,-9,-4.7,8,98,7,19,0,-2,-0.8
Clc1ccc(-c2csc(N3CCC(c4ccccc4)C3)n2)cc1 (stereo not given),-1,-5.1,26,95,-19,-1,3,-5,-1.4
Cc1cccc(NC(=O)CSc2nnc(C)c(=O)n2N)c1,-7,-3.3,13,103,12,13,-2,-7,-2.4
COc1ccccc1-c1ccc(SCc2ccccc2F)nn1,-17,-2.0,7,107,-7,-5,10,-3,-1.1
CSc1ncccc1C(=O)NCc1ccccc1Cl,-4,-1.4,45,100,2,11,-4,4,0.1
COc1cc(C(=O)NCc2ncccc2C)ccc1OC1CCN(C(C)=O)CC1,-20,-0.8,33,105,18,10,-1,1,-1.4
CCOC(=O)c1[nH]c(C)c(C)c1C,4,-3.5,26,104,2,7,5,-2,-2.7
Cc1nc2nc(SCc3ccc([N+](=O)[O-])cc3)[nH]c2cc1Br,1,-1.3,37,100,25,5,1,5,-2.5
CC(C)(C)c1ccc(C(=O)NNC(=O)C2CCCCC2)cc1,3,1.7,-2,94,-4,-10,-13,2,-1.0
COC(=O)c1cc(NC(=O)C2CCCN(S(=O)(=O)c3c(C)n[nH]c3C)C2)cc(C(=O)OC)c1 (stereo not given),-4,-1.8,-1,103,7,-13,2,nt,-0.4
O=C(NCCOC12CC3CC(CC(C3)C1)C2)c1cccc(Br)c1,-26,-0.5,28,89,-16,-3,-11,1,-0.6
COc1cccc(C(=O)Nc2ccccc2N2CCOCC2)c1,-20,-2.3,-21,63,9,-8,-13,4,-0.9
Cc1ccc2nsnc2c1NC(=O)c1cncc(Br)c1,5,0.6,-29,101,22,-1,0,7,-2.9
CCN(CCCNC(=O)Cn1ncc2c(=O)oc3ccccc3c21)c1cccc(C)c1,-4,-1.3,2,nt,7,-9,-6,3,1.4
CCN1C(=O)/C(=C2/Sc3ccc(OC)cc3N2C)SC1=Nc1ccc(C)cc1,-1,-4.8,nt,nt,nt,-3,nt,nt,-2.6
Cc1noc2ncnc(N3CCN(c4ccc(F)cc4)CC3)c12,-4,-5.1,8,97,0,-5,-1,-1,-1.1
CC1(C)Cc2c(c(=S)nc(-c3ccccc3)n2Cc2cccnc2)CO1,0,-3.5,16,92,22,3,-6,-3,-0.8
CCCc1nc2c(nnn2Cc2ccccc2)c(=O)[nH]1,-2,-0.7,-27,110,3,1,3,12,-1.1
Cc1ccc(N2C(=O)N(CC(=O)NCc3ccc(Cl)cc3)C(=O)C2C)cc1 (stereo not given),-19,-1.7,34,114,-12,-2,-12,-2,-1.8
CCc1ccc2c(c1)[C@H]1OCC[C@H]1[C@@H](c1cccs1)N2,-21,-4.3,-12,101,0,3,-11,2,-2.4
COc1cccc(C(=O)N=c2sc3c(C)ccc(OC)c3n2C)c1,nt,nt,-22,99,9,nt,-7,5,nt
CC(C)c1ccccc1OS(N)(=O)=O,4,-3.8,-36,103,0,7,8,1,0.4
O=C(NC(NC(=S)Nc1ccccc1C(=O)O)C(Cl)(Cl)Cl)c1cccc([N+](=O)[O-])c1 (stereo not given),-14,-0.6,24,101,5,18,-3,5,-3.5
CCn1c(=O)cc(N2CCOCC2)[nH]c1=O,-1,-1.7,-8,103,10,10,-2,3,-2.0
COc1cc(CN(C)C(C)C(=O)Nc2ccc([N+](=O)[O-])cc2Cl)ccc1OC(F)F (stereo not given),5,-2.7,-28,98,-1,-1,-2,8,-1.3
CCOC(=O)CCN(Cc1ccccc1)S(=O)(=O)c1csc(C(N)=O)c1,-27,1.6,33,99,6,-4,-9,5,0.2
COc1ccccc1N1C(=O)c2ccc(C(=O)Nc3ccc(C(=O)O)cc3)cc2C1=O,-24,-0.5,45,103,7,-4,3,-2,-1.0
Cc1ccc(S(=O)(=O)NC(=NC2CCCCC2)c2ccc(Cl)cc2)cc1,-14,-4.8,14,101,6,-3,5,1,-0.2
COc1cccc(C(=O)Nc2ccc(NC(=O)C(C)(C)C)cn2)c1,-13,-3.1,-27,84,-9,0,1,-2,-3.1
CCC(CC)NC(=O)CCc1nc2ccccc2c(=O)[nH]1,-4,-2.3,19,102,10,13,-47,0,-2.5
O=C(O)C1CC=CCC1C(=O)NNS(=O)(=O)c1ccccc1 (stereo not given),3,-2.6,37,98,2,19,6,7,-2.1
CC1=C(C(=O)OCc2ccccc2)C(c2ccc(Cl)cc2Cl)NC(=O)N1CCCCCC(=O)O (stereo not given),-21,-0.4,-6,98,6,22,0,nt,-1.5
CN1CCN(c2ccccc2NC(=O)c2ccc(N3CCCC3)c([N+](=O)[O-])c2)CC1,16,0.6,20,94,16,-25,-2,2,1.7
CC(C)c1ccc(/C=C(\NC(=O)c2ccccc2)C(=O)NCCN2CCOCC2)cc1,12,-1.7,14,99,2,-47,-13,-5,-1.3
Cc1cc(NC(=O)C2C3C=CC(C3)C2C(=O)O)no1 (stereo not given),-5,-5.1,12,105,2,0,-2,6,-1.0
CCc1ccc(-c2cc(C)no2)cc1S(=O)(=O)Nc1cc(C)on1,-40,-0.3,18,102,11,10,0,6,0.6
COc1ccccc1NC(=O)N(Cc1cc2cc(OC)c(OC)cc2[nH]c1=O)CC1CCCO1 (stereo not given),-27,-2.2,-57,103,16,2,-10,-2,-2.5
O=C(Nc1ccc2[nH]ncc2c1)c1ccccc1,2,-2.8,36,100,14,3,-8,7,-0.9
Cc1oc2c(c1C(=O)N1CCOCC1)C(=O)c1ccccc1C2=O,-12,1.5,-3,97,40,11,-14,7,4.9
COc1ccc(COc2ccc3ccc(=O)oc3c2)cc1,-20,-2.2,48,107,2,-8,-7,5,-3.2
Clc1ccccc1-c1nnc2sc(-c3ccncc3)nn12,-5,-2.8,9,91,3,1,-3,9,-3.7
N#Cc1ccc(-c2ccc(OCC(O)Cn3nnc4ccccc43)cc2)cc1 (stereo not given),-21,-3.8,4,95,7,-8,-2,-1,-1.1
CCCC(C(=O)NC1CCCC1)N(C(=O)Cn1nnc(-c2ccc(C)o2)n1)c1ccccc1OC (stereo not given),-20,-1.4,4,107,6,-1,0,4,-1.0
CCOC(=O)C(Cc1ccccc1)NC(=O)CCc1nnc2ccc(N3CCCC3)nn12 (stereo not given),-46,-2.6,43,101,-13,10,8,5,-1.1
CCOC(CCNC(=O)c1cc2c(=O)[nH]c3ccccc3c2s1)OCC,-33,-3.7,23,108,16,0,-7,5,2.8
O=C(c1ccc(NS(=O)(=O)c2cccs2)cc1)N1CCOCC1,-5,-2.7,37,105,7,12,3,-2,-2.4
CCn1c(O)c(C2=NCCCC2)c2ccccc21,-6,-3.7,-22,96,-5,2,-11,4,-0.8
COc1cc(/C=N/NC(=S)Nc2cccc(S(=O)(=O)N(C)C)c2)ccc1O,-13,-3.6,6,104,-6,-1,-4,1,4.5
COc1cc2c(cc1NC(=O)CSc1nnnn1-c1ccccc1)oc1ccccc12,0,-2.1,13,nt,-7,-1,4,4,-2.0
Cc1ccc(-n2ncc3c(=O)n(CC(=O)NCc4ccco4)cnc32)cc1C,-7,1.9,1,109,6,3,-5,8,2.2
Cc1ccc(C(=O)c2c(NC(=O)CSc3nnc(N)s3)sc3c2CCCC3)cc1,-33,-2.3,-12,98,-6,23,-10,3,-3.9
COc1ccc(OC)c(-c2cc(C(=O)Nc3cccc(Cl)c3)no2)c1,3,-3.2,1,102,-2,2,-10,5,-4.6
COc1ccc(/C(N)=N/OC(=O)c2cccc([N+](=O)[O-])c2)cc1,1,-3.9,-4,96,1,-5,-10,-5,-2.3
CCCCN(CCCC)CC(O)CN1C(=O)NC(C)(C)C1=O (stereo not given),1,-1.5,11,99,-3,9,-4,0,-2.8
O=C(Nc1ccc(N2CCOCC2)c2nonc12)C1CCCC1,-1,-1.4,-3,105,78,-1,6,3,-2.0
CCN(CC)C(=O)c1c(C)nc2ccccn12,-3,-3.5,2,104,10,-1,-11,2,-2.5
CCN(CC)S(=O)(=O)c1ccc(N2CCOCC2)c(NC(=O)c2ccc3ccccc3c2)c1,-4,-2.4,9,96,16,-5,-10,11,-5.8
COc1ccc(N(C(=O)C2CCCCC2)C2C=CS(=O)(=O)C2)c(OC)c1 (stereo not given),-24,-3.7,7,110,12,-1,-6,2,-3.3
Oc1ccc(/C=N\Nc2cc(N3CCOCC3)nc(N3CCOCC3)n2)c(O)c1,-17,-3.9,-4,110,?,-2,-1,-6,-3.4
CCN(CC(=O)Nc1ccc(N2CCOCC2)cc1)C(=O)COc1ccccc1OC,-14,-1.8,51,103,1,-9,-2,-2,-1.1

# More entries:
SMILES,FID counter,IMP-1 inhibitor,PHOSPHO1 block,MEKK3 PB1 HTS,SUMO HTRF inh,HCV NS3 hel inh,pCIP destab,IDE act,VIM-2 inh
Cc1nnc2c(NC3CCCCC3)nc3ccccc3n12,-24,-1.7,46,108,8,-12,-5,-1,2.6
O=C(O)c1ccccc1SCc1cn2cc(Cl)ccc2n1,-3,0.0,26,102,-5,-5,14,-4,0.9
COc1ccc(C(=O)O)cc1S(N)(=O)=O,3,-4.3,42,100,0,3,4,3,-2.5
COc1cc2c3c(c1)/C(=C1/SC(NC(C)=O)=NC1=O)C(=O)N3C(C)(C)C=C2C,-3,-0.5,26,98,-9,3,13,3,0.3
Cc1ccccc1N1C(N)=NC(N)=NC1(C)C,0,-6.0,-10,81,8,1,-16,1,-2.5
COC(=O)c1cc(NC(=O)C2COc3ccccc3O2)ccc1Cl (stereo not given),-8,1.0,4,95,-14,-5,2,-4,-0.8
CCOC(=O)N1CCC(NC(=O)CC(NS(=O)(=O)c2ccc(Cl)cc2)c2ccco2)CC1 (stereo not given),-29,-2.5,10,nt,0,3,2,2,-6.3
O=Cc1ccc(Oc2cnccn2)cc1,0,-0.4,-16,83,-1,2,-1,4,-2.3
O=C(CN(CCc1ccccc1)C(=O)CNS(=O)(=O)c1ccccc1)NCc1ccco1,-24,-3.0,11,108,30,4,-5,-5,-0.7
CC(=O)c1ccc(NC(=O)C(C)n2nc(-c3ccccc3)c3cc(Cl)ccc32)cc1 (stereo not given),-7,-3.3,-11,109,7,1,-5,3,-1.3
O=C(NC1(C(=O)NC2CCCCC2)CCCCC1)c1ccccn1,-7,-4.7,3,93,9,2,-13,7,-1.9

# Looked up by compound from the entries so far:
SMILES,FID counter,IMP-1 inhibitor,PHOSPHO1 block,MEKK3 PB1 HTS,SUMO HTRF inh,HCV NS3 hel inh,pCIP destab,IDE act,VIM-2 inh
O=Cc1ccc(Oc2cnccn2)cc1,0,-0.4,-16,83,-1,2,-1,4,-2.3
CCOC(=O)N1CCC(NC(=O)CC(NS(=O)(=O)c2ccc(Cl)cc2)c2ccco2)CC1 (stereo not given),-29,-2.5,10,nt,0,3,2,2,-6.3
COc1ccc(C(=O)O)cc1S(N)(=O)=O,3,-4.3,42,100,0,3,4,3,-2.5

# High-throughput results from PubChem BioAssay.
